PGK inhibitor: T. brucei PGK inhibition; P07378; PGK/GAPDH coupled, Kinase-Glo luminescence, 60 min; Potency, µM (top dose mostly 57.5 µM), for inactives: at the top dose activity change, negative = inhibition, actives largely listed as inhibitors; actives 0.043% (n = 380,000); further: potency means the concentration at half of the fitted maximal effect; on the % scale 0 is the no-effect control and ±100 the full control effect; nearly all actives have a fitted effect of over 60% in size
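Luminescent ATP detection (Kinase-Glo Plus) follows a 60-minute room-temperature incubation, with wells lacking PGK as controls. Buffer: 100 mM TEA (pH 7.6), 5 mM MgCl2, 0.01% Tween-20. Coupling enzyme GAPDH (100 nM final) supplies unstable 1,3-BPG in-well.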
GLS inhibitor: inhibitors of human glutaminase (GLS); GLS enzymatic activity, qHTS titration; actives 0.21% (n = 410,000); Potency, µM (doses to about 45.5 µM), for inactives: at the top dose activity change, negative = inhibition, usual class: inhibitors; O94925; AID 624170; further: potency means the concentration at half of the fitted maximal effect; on the % scale 0 is the no-effect control and ±100 the full control effect
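Assay buffer: 45 mM KH2PO4 pH 8.2, 0.02% Tween-20. hKGA acts on L-glutamine (1 mM solution added); product glutamate is reported by an oxidase/peroxidase Amplex Red coupling, with fluorescence taken at baseline and 30 min.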
JMJD2A Tudor: inhibitors of human JMJD2A Tudor domain; actives 4.4% (n = 390,000); O75164; Potency, µM (series often up to 114 µM), for inactives: at the highest dose activity change, negative = inhibition, hits mostly inhibitors; AlphaScreen JMJD2A-Tudor / H3K4me3 peptide binding; AID 504339; further: potency means the concentration at half of the fitted maximal effect; on the % scale 0 is the no-effect control and ±100 the full control effect; nearly all actives have a fitted effect of over 50% in size
Pin1 inhibitor: inhibitors of human Pin1 | Q13526 | Pin1 FP peptide displacement, HiFluor488, 10 min | Potency, µM (doses to about 115 µM), without a hit: at the highest dose activity, negative = inhibition, most hits filed as inhibitors | actives 0.009% (n = 390,000) | AID 504891; active means well fitted inhibition curve with a large enough effect in the polarisation, with a control signal flat, not every such curve was filed as active; inconclusive means small, poorly fitted or top-dose-only effect, or effect the other way, or a change in a side signal; inactive means no such curve, though single readings can be large or run the other way; the % refers to the polarisation; further: potency means the concentration at half of the fitted maximal effect; on the % scale 0 is the no-effect control and ±100 the full control effect
Target sequence (Q13526 whole entry, looked up): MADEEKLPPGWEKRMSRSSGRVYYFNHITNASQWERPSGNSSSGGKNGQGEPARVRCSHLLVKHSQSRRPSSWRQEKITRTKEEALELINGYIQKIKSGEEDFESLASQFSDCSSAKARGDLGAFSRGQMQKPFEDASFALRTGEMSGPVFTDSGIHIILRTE
BAZ2B inh: inhibitors of human BAZ2B bromodomain; AlphaScreen BAZ2B-H3K14Ac peptide displacement; Potency, µM (series often up to 114 µM), for inactives: top-dose activity change, negative = inhibition, actives largely listed as inhibitors; actives 4.4% (n = 360,000); further: potency means the concentration at half of the fitted maximal effect; on the % scale 0 is the no-effect control and ±100 the full control effect; nearly all actives have a fitted effect of over 60% in size
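AlphaScreen displacement of biotin-H3(5-23)K14Ac peptide (50 nM final) from BAZ2B (50 nM final) in PBS pH 7.4, 0.01% Tween-20; complex preformed 30 min RT, then compounds (top 110 uM) 30 min RT, beads 20 min dark.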
ERG-DNA inh: ERG Ets/DNA interaction inhibition | AID 624246 | actives 0.028% (n = 370,000) | fluorescence polarization, His-ERG Ets domain / labelled DNA | Potency, µM (series often up to 76.9 µM), without a hit: at the top dose FP activity, negative = inhibition, actives largely listed as inhibitors; active means well fitted inhibition curve with a large enough effect in the polarisation, with a control signal flat; inconclusive means small, poorly fitted or top-dose-only effect, or effect the other way, or a change in a side signal; inactive means no such curve, though single readings can be large or run the other way; the % refers to the polarisation;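 further: polarization taken with two DNA probes labelled with fluorescein and Texas red; potency means the concentration at half of the fitted maximal effect; % of control where 0% means no effect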
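His-tagged ERG Ets domain (1 uM in the protein solution; 300mM KCl, 50mM Tris-HCl, 1mM EDTA, 1mM DTT, pH 7.5) received compound, then a probe mix of 5 nM fluorescein-DNA and 100nM Texas-615-DNA. Fluorescence polarization was read for both dyes.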
G9a block: inhibitors of human histone lysine methyltransferase G9a; Q96KQ7; G9a H3K9 monomethylation, AlphaScreen, 2 h; Potency, µM (titrated, usually from 102 µM), inactives show at the highest dose activity, negative = inhibition, hits mostly inhibitors; actives 8.8% (n = 350,000); AID 504332; further: potency means the concentration at half of the fitted maximal effect; on the % scale 0 is the no-effect control and ±100 the full control effect; nearly all actives have a fitted effect of over 75% in size
Target sequence (Q96KQ7 913-1193 limits assumed): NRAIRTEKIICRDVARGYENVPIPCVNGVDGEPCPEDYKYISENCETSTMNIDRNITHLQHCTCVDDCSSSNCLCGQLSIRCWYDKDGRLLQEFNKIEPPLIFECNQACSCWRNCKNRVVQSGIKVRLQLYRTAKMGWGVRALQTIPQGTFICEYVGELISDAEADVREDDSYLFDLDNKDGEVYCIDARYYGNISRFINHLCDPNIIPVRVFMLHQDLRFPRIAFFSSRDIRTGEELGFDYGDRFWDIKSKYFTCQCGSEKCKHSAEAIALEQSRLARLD
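Step 1: enzyme (final 20 nM) with compound, 15 min RT. Step 2: substrate peptide 500 nM and SAM 20 uM, 2 h RT. Step 3: anti-H3K9me1 antibody and AlphaScreen beads, 10 min, then plate read.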
PI4K2A inh: inhibitors of human PI4K2A; Q9BTU6; purified PI4K2A, ADP-Glo luminescence, 1 h; stronger effect = lower value; activity change, negative = inhibition, % at 76.9 µM; actives 0.13% (n = 420,000); AID 1346378; in the data active means activity change below about -50%; inconclusive means mostly about -30% to -49%;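 further: -100% = wells without enzyme as full effect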
Target sequence (Q9BTU6 whole entry, looked up): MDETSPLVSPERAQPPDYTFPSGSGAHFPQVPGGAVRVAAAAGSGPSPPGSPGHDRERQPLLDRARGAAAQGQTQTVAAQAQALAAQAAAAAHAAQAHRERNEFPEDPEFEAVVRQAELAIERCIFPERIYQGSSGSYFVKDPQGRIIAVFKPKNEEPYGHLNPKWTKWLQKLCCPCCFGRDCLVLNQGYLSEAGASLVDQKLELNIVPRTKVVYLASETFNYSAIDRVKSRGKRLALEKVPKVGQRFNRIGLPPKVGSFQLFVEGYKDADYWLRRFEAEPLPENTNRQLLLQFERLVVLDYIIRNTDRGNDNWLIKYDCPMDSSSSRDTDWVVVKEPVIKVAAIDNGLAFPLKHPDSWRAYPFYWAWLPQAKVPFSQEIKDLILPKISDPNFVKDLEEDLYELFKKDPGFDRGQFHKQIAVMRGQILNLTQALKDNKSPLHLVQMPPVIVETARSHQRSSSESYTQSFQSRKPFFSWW
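ADP-Glo luminescence measured ADP generated by PI4K2A enzyme (4 ug/mL before mixing) with 1.2 mM PI substrate (pre-mix) and 300 microM ATP (pre-mix). Tris pH7.5 buffer with MgCl2, Triton X-100; 1 h reaction at ambient temperature.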
HP1b chromo inh: HP1-beta chromodomain-methylated histone interaction inhibition; P83916; actives 0.56% (n = 390,000); AID 540317; AlphaScreen HP1-beta / biotin-H3K9me3 peptide binding; Potency, µM (top dose mostly 114 µM), for inactives: top-dose activity change, negative = inhibition, usual class: inhibitors; further: potency means the concentration at half of the fitted maximal effect; nearly all actives have a fitted effect of over 70% in size; inactives centre near 23
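HP1-beta protein (50 nM final) preincubated 30 min at room temperature with biotinylated H3(1-18)K9me3 peptide (50 nM) in PBS pH 7.4, 0.01% Tween-20, then compound added for 30 min. AlphaScreen streptavidin donor/nickel chelate acceptor beads (10 ug/mL final), 30 min dark, luminescence read.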
An asterisk follows results filed as active; [ ] = another dose, or the depositor's remark. Unless noted, the call rests on the fitted dose curve; in most records, active means well fitted curve in the direction sought with a large enough effect; inconclusive means small, poorly fitted or top-dose-only effect, or another doubt; inactive means no such curve, though single readings can be large; an effect the other way counts as inactive or inconclusive.

`CC(C)(C)NC(=O)C12CC3CC(CC(Cl)(C3)C1)C2` gave PGK inhibitor 0%, GLS inhibitor -9%, JMJD2A Tudor -5%, Pin1 inhibitor 3%, BAZ2B inh -4%, ERG-DNA inh -10%, G9a block 14%[59 µM], PI4K2A inh 4 and HP1b chromo inh 25%.
For CCCN(CCC)Cc1c(C(=O)N/N=C/c2ccoc2)nnn1-c1nonc1N the results were PGK inhibitor -2%, GLS inhibitor 8%, JMJD2A Tudor -11%, Pin1 inhibitor -2%, BAZ2B inh -16%, ERG-DNA inh -12%, G9a block -16%, PI4K2A inh 0 and HP1b chromo inh 26%.
`CCCCCCCN(c1ccccc1)[C@@H]1C[C@H]2CCCC(=O)N3CC[C@@H](C1)[C@@H]23` gave PGK inhibitor -5%, GLS inhibitor 28%, JMJD2A Tudor 45µM*, Pin1 inhibitor inconclusive, ERG-DNA inh -9%, PI4K2A inh -5 and HP1b chromo inh -13%.
`COC(=O)c1ccc(C2=NOC(C)(c3sc(-c4ccc(Cl)cc4)nc3C)C2)cc1` (stereo unspecified) gave PGK inhibitor -5%, GLS inhibitor 4%, JMJD2A Tudor -12%, Pin1 inhibitor 0%, BAZ2B inh -1%, ERG-DNA inh -4%, G9a block 8%[12.7 µM], PI4K2A inh 3 and HP1b chromo inh 17%.
`COC(=O)C1Cc2c([nH]c3ccccc23)CN1` (stereo unspecified) gave PGK inhibitor -8%, GLS inhibitor 11%, JMJD2A Tudor -29%, Pin1 inhibitor inconclusive, BAZ2B inh -32%, ERG-DNA inh -3%, G9a block 40µM*, PI4K2A inh 0 and HP1b chromo inh 23%.
For CC(=O)Nc1cccc(OCc2cccc([N+](=O)[O-])c2)c1 the results were PGK inhibitor -1%, GLS inhibitor -1%, JMJD2A Tudor -17%, Pin1 inhibitor -3%, ERG-DNA inh 2%, PI4K2A inh -1 and HP1b chromo inh 26%.
CCCCC1=CC2=C(c3ccco3)C(=O)C(C)(OC(=O)c3ccc(OC)cc3)C(=O)C2=CN1CCOC (stereo unspecified) was read as PGK inhibitor -3%, GLS inhibitor 4%, JMJD2A Tudor inconclusive, Pin1 inhibitor 0%, BAZ2B inh 40µM*, ERG-DNA inh 5%, G9a block inconclusive, PI4K2A inh -3 and HP1b chromo inh -38%.
`O=S1(=O)C=CC(Nc2ccccc2)C1` (stereo unspecified) gave PGK inhibitor -9%, GLS inhibitor 3%, JMJD2A Tudor -73%[57.1 µM], Pin1 inhibitor -3%, BAZ2B inh 0%[57.1 µM], ERG-DNA inh 4%, G9a block 23%, PI4K2A inh 5 and HP1b chromo inh inconclusive.
For CCC(C)(C)NC(=O)C(c1cccn1C)N(Cc1ccccc1)C(=O)Cn1nnc2ccccc21 (stereo unspecified) the results were PGK inhibitor -5%, GLS inhibitor -2%, JMJD2A Tudor -8%, Pin1 inhibitor inconclusive, BAZ2B inh 4%, ERG-DNA inh -8%, G9a block -16%, PI4K2A inh 5 and HP1b chromo inh 22%.
`O=c1c(O[C@@H]2O[C@H](CO)[C@@H](O)[C@H](O)[C@H]2O)c(-c2ccc(O)cc2)oc2cc(O)cc(O)c12` gave PGK inhibitor -2%, GLS inhibitor 10%, JMJD2A Tudor -15%, Pin1 inhibitor 2%, ERG-DNA inh 17%, PI4K2A inh -6 and HP1b chromo inh 20%.
Cc1ccc2[nH]c(=O)cc(C(=O)OCC(=O)c3ccc(F)cc3)c2c1 was read as PGK inhibitor 1%, GLS inhibitor -14%, JMJD2A Tudor -1%, Pin1 inhibitor 7%, BAZ2B inh 1%, ERG-DNA inh 1%, G9a block inconclusive, PI4K2A inh -2 and HP1b chromo inh 25%.
For Cc1ccc(C)c(NC(=O)Cn2c(=O)n(CCC(=O)NCc3ccc4c(c3)OCO4)c(=O)c3ccccc32)c1 the results were PGK inhibitor -8%, GLS inhibitor 8%, JMJD2A Tudor 1%, Pin1 inhibitor -9%, BAZ2B inh 1%, ERG-DNA inh 6%, G9a block -3%[59 µM], PI4K2A inh 2 and HP1b chromo inh 27%.
For CCn1ncc(-c2csc(N)n2)c1C the results were PGK inhibitor inactive, GLS inhibitor -10%, JMJD2A Tudor -17%, Pin1 inhibitor -2%, BAZ2B inh inconclusive, ERG-DNA inh inconclusive, G9a block -50%, PI4K2A inh 2 and HP1b chromo inh 7%.
For CCCCN(C(=O)CCC(=O)Nc1cc(C)on1)C(C(=O)NC1CCCC1)c1ccccc1C (stereo unspecified) the results were PGK inhibitor -8%, GLS inhibitor 0%, JMJD2A Tudor -17%[57.1 µM], Pin1 inhibitor 0%, BAZ2B inh 0%, ERG-DNA inh 11%, G9a block 1%, PI4K2A inh 4 and HP1b chromo inh -4%.
CCN(CC)S(=O)(=O)c1ccc(O)c(NC(=O)c2ccc(N3CCOCC3)c([N+](=O)[O-])c2)c1 was read as PGK inhibitor 6%, GLS inhibitor 12%, JMJD2A Tudor -19%, Pin1 inhibitor -11%, BAZ2B inh -3%, ERG-DNA inh -4%, G9a block 7.1µM*, PI4K2A inh 1 and HP1b chromo inh inconclusive.
Screening Cc1ccsc1C(=O)OCC(=O)Nc1sccc1C(N)=O returned PGK inhibitor -1%, GLS inhibitor -6%, JMJD2A Tudor -9%, Pin1 inhibitor 19%, BAZ2B inh -5%, ERG-DNA inh -7%, G9a block -2%[59 µM], PI4K2A inh 9 and HP1b chromo inh 21%.
`Cc1ccc(NC(=O)C2CCN(c3ncnc4c3nc3n4CCCCC3)CC2)cc1Cl` gave PGK inhibitor -4%, GLS inhibitor 3%, JMJD2A Tudor -7%, Pin1 inhibitor 4%, BAZ2B inh -11%, ERG-DNA inh 3%, G9a block 15%, PI4K2A inh -5 and HP1b chromo inh 31%.
`CC(NC(=O)OCc1ccccc1)C(=O)NCC1CCCO1` (stereo unspecified) gave PGK inhibitor -9%, GLS inhibitor -18%, JMJD2A Tudor -9%, Pin1 inhibitor -5%, BAZ2B inh 6%, ERG-DNA inh -15%, G9a block 11%[12.7 µM], PI4K2A inh -1 and HP1b chromo inh 15%.
Screening O=C(c1noc2c1CCCC2)N1CCc2ccccc2C1 returned PGK inhibitor 5%, GLS inhibitor -3%, JMJD2A Tudor 14%, Pin1 inhibitor 2%, BAZ2B inh 2%, ERG-DNA inh -10%, G9a block inconclusive, PI4K2A inh 1 and HP1b chromo inh 21%.
O=C(Nc1ccccc1)c1ccccc1N=Cc1cccc(O)c1 was read as PGK inhibitor 2%, GLS inhibitor -13%, JMJD2A Tudor -2%, Pin1 inhibitor -1%, BAZ2B inh 4%, ERG-DNA inh 1%, G9a block 1%[59 µM], PI4K2A inh -1 and HP1b chromo inh 6%.
CCN(CC)S(=O)(=O)c1ccc2c(c1)[nH]c(=S)n2CC was read as PGK inhibitor 16%, GLS inhibitor 10%, JMJD2A Tudor -16%, Pin1 inhibitor 5%, ERG-DNA inh 3%, G9a block 7.9µM*, PI4K2A inh -1 and HP1b chromo inh -4%.
Screening CC(NC(=O)CNC(=O)C1CCCCC1)c1cccc(Cl)c1 (stereo unspecified) returned PGK inhibitor -6%, GLS inhibitor 3%, JMJD2A Tudor 0%, Pin1 inhibitor -6%, BAZ2B inh 1%, ERG-DNA inh -11%, G9a block 14%, PI4K2A inh 1 and HP1b chromo inh 21%.
Screening N/C(=N\OC(=O)/C=C/c1ccccc1)c1ccc(Br)cc1 returned PGK inhibitor -2%, GLS inhibitor -17%, JMJD2A Tudor 11%, Pin1 inhibitor 0%, BAZ2B inh 2%, ERG-DNA inh -3%, G9a block 23%, PI4K2A inh 5 and HP1b chromo inh 43%[activator].
Screening COCCn1c(N)c(Sc2ccccc2)c(=O)[nH]c1=O returned PGK inhibitor inactive, GLS inhibitor -15%, JMJD2A Tudor -15%, Pin1 inhibitor -1%, BAZ2B inh 10%, ERG-DNA inh -5%, G9a block -3%, PI4K2A inh 2 and HP1b chromo inh -20%.
COc1ccccc1OCC(=O)Nc1cccc(C(=O)N2CCOCC2)c1 was read as GLS inhibitor 3%, JMJD2A Tudor -7%, Pin1 inhibitor 7%, BAZ2B inh 1%, ERG-DNA inh -4%, G9a block -32%[12.7 µM], PI4K2A inh 7 and HP1b chromo inh 23%.
Screening CC[C@@]1(C(=O)OC)N[C@H](CN(C)C(=O)Nc2ccc(F)cc2)[C@@H]2C(=O)N(C)C(=O)[C@@H]21 returned PGK inhibitor inactive, GLS inhibitor 1%, JMJD2A Tudor -9%, Pin1 inhibitor 2%, ERG-DNA inh -16%, PI4K2A inh -4 and HP1b chromo inh 24%.
O=C(CSc1nc2ccccc2o1)Nc1ccccc1N1CCCCCC1 was read as PGK inhibitor 1%, GLS inhibitor 22%, JMJD2A Tudor 14%, Pin1 inhibitor 6%, BAZ2B inh 9%, ERG-DNA inh 2%, G9a block 2%, PI4K2A inh 5 and HP1b chromo inh 79%[activator].

Source: PubChem BioAssay (National Center for Advancing Translational Sciences (NCATS))
